Bioassay records as filed in PubChem BioAssay.
hcDAF-12 act: H. contortus DAF-12 nuclear receptor activators, primary screen, cell-based, luminescence, HEK293, lit1-tk-luc reporter | AID 652067, 2013 | activation, % at 6.8 µM | HEK293 hcDAF-12 lit1-tk-luc reporter; 0% DMSO, 100% Δ7-dafachronic acid | 1.4% of 370,000 active;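 active = activation above the mean of all tested compounds plus 3 SD, cut at about 5.5% in these data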;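 also: 100% = response to 3 µM Δ7-dafachronic acid high control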
PG9 binder: binders of HIV-1 gp120 antibody PG9, primary screen, biochemical, TR-FRET | HIV-1 gp120 / PG9 antibody interaction | TR-FRET gp120-PG9 antibody binding | inhibition, % at 6.7 µM | 0.43% of 360,000 active | AID 624416, 2012; in the data active = inhibition above about 8.5%
DAX1 inh-1: DAX1 (NR0B1) inhibitors on StAR promoter, primary screen, cell-based, luminescence, SF-1 (NR5A1), full-length DAX-1 | AID 652010, 2013 | HEK293T StAR-luciferase reporter, SF-1/DAX-1 repression relief | inhibition, % at 6.8 µM | 1.1% of 370,000 active;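 active = inhibition above the mean over all tested compounds plus 3 SD, cut at about 3.6% in these data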;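 also: 0% = DAX-1 cells with DMSO and 100% = cells lacking DAX-1 with DMSO; higher inhibition means more luminescence from relief of DAX-1 repression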
DAX1 inh-2: DAX1 (NR0B1) inhibitors, primary screen, cell-based, HEK293, Gal4-DAX1, luciferase luminescence; Nuclear receptor subfamily 0 group B member 1 (Homo sapiens), P51843; HEK293 Gal4-DAX1 luciferase reporter; inhibition, % at 6.75 µM; 0.99% of 340,000 active; AID 504766, 2011;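 active = inhibition above the mean over all tested compounds plus 3 SD, cut at about 4.2% in these data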;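 also: 0% = DAX1-transfected cells with DMSO and 100% = empty-vector control cells with DMSO; inhibition shows as a rise in luminescence from relieved DAX1 repression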
GAA850 FXN act: FXN promoter activators, primary screen, cell-based, luciferase luminescence, HEK293 lucGAA850; HEK293 lucGAA850 FXN promoter luciferase reporter, 24 h; percent of 10 µM SAHA response; activation, % at 6 µM; 0.56% of 360,000 active;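 active = activation above the average of all compounds screened plus 3 SD, cutoff fixed separately per campaign, cut at about 7.5% in these data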;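 also: 0% = DMSO wells and 100% = 10 µM SAHA wells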
ADAM17 inh: ADAM17 inhibitors, primary screen, biochemical, QFRET; Disintegrin and metalloproteinase domain-containing protein 17 (Homo sapiens), P78536; recombinant ADAM17, EDANS/DABCYL FRET peptide cleavage; inhibition, % at 6.95 µM; 0.83% of 370,000 active; AID 720648, 2013;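 active = inhibition above the mean of compounds lying between control limits plus 3 SD, set per campaign, cut at about 8.5% in these data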;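 also: 0% = DMSO-only wells as the low control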
hgDAF-12 ag: H. glycines DAF-12 receptor agonists, primary screen, cell-based, luminescence, HEK293, GAL4 fusion, UAS-luciferase | HEK293 GAL4-hgDAF12 UAS-luciferase reporter, agonist luminescence; normalized to butyrate control | AID 687014, 2013 | Nuclear hormone receptor DAF-12 (Heterodera glycines), GAL4 fusion | 1.8% of 370,000 active | activation, % at 6.8 µM;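 active = activation above a cutoff set at the mean of all screened compounds plus 3 SD, cut at about 10% in these data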;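 also: 0% = DMSO wells and 100% = sodium butyrate wells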
SMARCA2 activ: SMARCA2 (BRM) function activators, primary screen, cell-based, luminescence, high throughput; MG213 cells, MMTV-luciferase reporter, dexamethasone, overnight; activation, % at 9.1 µM; 1% of 370,000 active; AID 652017, 2013; in the data active = activation above about 7.8%;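 also: 0% = vehicle wells and 100% = reference activator wells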
ssDAF-12 act: S. stercoralis DAF-12 nuclear receptor activators, primary screen, cell-based, luminescence, HEK293, GRIP1 co-expression, lit1-tk-luc. AID 652126, 2013. Nuclear hormone receptor DAF-12 (Strongyloides stercoralis). 1% of 370,000 active. HEK293 ssDAF-12/GRIP1 lit1-tk-luc reporter; % of 3 µM dafachronic acid response. activation, % at 6.8 µM;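 active = activation above the mean over all tested compounds plus 3 SD, cut at about 0.9% in these data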;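 also: 0% = DMSO-only wells and 100% = 3 µM delta7-dafachronic acid wells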
NPR1 activator: GC-A stimulated cGMP production enhancers – HEK293 GC-A cells, cGMP TR-FRET, EC30 ANP, primary screen; 0.14% of 370,000 active; 0% at EC30 ANP, 100% saturating ANP; AID 1671463, 2021; activation, % at 10 µM; Atrial natriuretic peptide receptor 1 (Homo sapiens), P16066; in the data active = activation above about 40%
ADAM10 inh: human ADAM10 inhibitors, primary screen, biochemical, QFRET, HTS; recombinant ADAM10, EDANS/DABCYL FRET peptide cleavage, 3 h; inhibition, % at 7 µM; 0.62% of 370,000 active;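 active = inhibition above a per-campaign cutoff equal to the mean of compounds falling between control-based bounds plus 3 SD, cut at about 20% in these data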;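 also: 0% = DMSO wells while the 100% control is not disclosed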
* = called active by the depositor; . = no result given.

item | Compound | DAX1 inh-1 | ADAM10 inh | ADAM17 inh | DAX1 inh-2 | PG9 binder | hcDAF-12 act
1 | O=C(Cn1cc2c(n1)CCCC2)NCc1ccccn1 | 1.0 | -1 | -2 | 0.5 | -1.2 | 2.4
2 | CCCN1CCN(C(=O)C2CCCN(c3ncnc4c3nc3n4CCCCC3)C2)CC1 (configuration not stated) | 0.2 | -4 | -5 | 0.2 | -0.7 | -1.2
3 | CNC(=O)c1ccc(CN(C)CC(=O)Nc2ccccc2C(=O)NC2CC2)cc1 | 1.8 | -15 | 0 | 2.3 | 0.4 | -0.1
4 | Cc1cccc(C)c1-n1nnnc1C(c1ccnc2ccccc12)N(CCC#N)Cc1ccccc1 (configuration not stated) | -0.1 | -3 | 0 | . | -0.7 | -0.1
5 | O=C(NN=C1CCCCCC1)c1ccncc1 | 0.3 | 7 | -6 | -0.2 | -3.3 | -0.1
6 | O=C(Cn1cc(/C=N/O)c2ccccc21)N1CCOCC1 | 0.2 | -4 | -5 | -1.1 | -0.8 | -1.7
7 | CCOCCCNc1nc2c([nH]1)c(=O)n(C)c(=O)n2C | 0.6 | -14 | -8 | -0.4 | -0.8 | 1.3
8 | COc1cccc(NC(=O)COc2coc(CN3CCN(c4ccccc4)CC3)cc2=O)c1 | -1.1 | 2 | 0 | -0.8 | -0.6 | -1.4

item | SMARCA2 activ | ssDAF-12 act | GAA850 FXN act | hgDAF-12 ag | NPR1 activator
1 | -1 | -0.7 | 0.1 | 1.2 | -1
2 | 2 | -1.4 | 0.1 | 0.0 | 3
3 | -4 | 0.0 | -0.2 | -2.5 | 2
4 | -2 | -1.0 | . | 0.4 | -20
5 | 0 | -0.1 | -0.1 | 3.1 | 1
6 | -6 | -1.4 | 0.3 | 2.3 | 4
7 | -2 | -0.4 | -2.6 | -1.4 | -1
8 | -2 | -1.3 | -2.2 | -1.6 | 2

The listing continues:
item | Compound | DAX1 inh-1 | ADAM10 inh | ADAM17 inh | DAX1 inh-2 | PG9 binder | hcDAF-12 act
9 | CCCC(=O)Nc1cccc(NC(=O)c2ccc3c(c2)OCO3)c1 | 0.9 | 3 | -7 | 1.1 | -0.3 | 1.0
10 | CCN(c1cccc(C)c1)S(=O)(=O)c1ccc2c(c1)NC(=O)CCS2 | -0.4 | 1 | 2 | -0.1 | 2.7 | -1.9
11 | O=C(N1CCCCCC1)n1c(Cc2ccccc2)nc2ccccc21 | -0.2 | 9 | 5 | -0.3 | -0.5 | -0.7
12 | Cn1cnnc1SC1c2cccc3cccc(c23)C1NS(=O)(=O)c1ccc(Cl)cc1 (configuration not stated) | -0.1 | -7 | -2 | -0.4 | -1.1 | 3.2
13 | CC1CCCN(CCCOc2ccc(Br)cc2Cl)C1 (configuration not stated) | -0.2 | 2 | 1 | 1.5 | 0.3 | 0.2
14 | Cc1nnc(C)n1N | 1.1 | 7 | -1 | 1.4 | -0.6 | -0.4
15 | Clc1ccccc1OCCNc1nc(NCC2CC2)nc2ccsc12 | -1.7 | -9 | 0 | . | -1.9 | -1.4
16 | CC(C)(C)OC(=O)[C@H](NC(=O)OCc1ccccc1)c1ccccc1 | -0.1 | 1 | -4 | 0.2 | -0.4 | -0.9

item | SMARCA2 activ | ssDAF-12 act | GAA850 FXN act | hgDAF-12 ag | NPR1 activator
9 | -2 | -0.7 | -2.0 | 3.2 | 4
10 | 1 | -1.0 | 0.5 | -0.8 | -4
11 | -6 | -1.4 | -0.2 | 0.7 | -18
12 | 1 | 0.6 | 1.3 | 5.0 | -7
13 | 1 | -1.1 | 2.9 | 8.3 | 2
14 | 5 | -1.7 | -0.2 | -1.4 | 1
15 | -2 | -1.5 | -0.1 | -4.4 | 4
16 | -2 | -1.1 | 2.6 | 1.0 | -1

Next part:
item | Compound | DAX1 inh-1 | ADAM10 inh | ADAM17 inh | DAX1 inh-2 | PG9 binder | hcDAF-12 act
17 | CCCNC(=O)CS(=O)Cc1nc(-c2ccccc2C)oc1C (configuration not stated) | -0.3 | -4 | 4 | 0.9 | -2.6 | -1.7
18 | CC(C)CCN1C(=O)c2ccc(C(=O)Nc3cc(C(=O)O)cc(C(=O)O)c3)cc2C1=O | -0.5 | -2 | -2 | -0.3 | -0.5 | -1.8
19 | CS(=O)(=O)N1CCc2cc(C(=O)Nc3ccc(O)cc3)ccc21 | -0.3 | -1 | -4 | -0.1 | -2.4 | -0.5
20 | O=C(NCc1ccccc1)[C@H]1CCCN1C(=O)[C@H]1CCCN1C(=O)c1cccc2ccccc12 | -1.0 | -7 | -4 | . | 0.6 | -2.0
21 | CCOC(=O)c1c(-c2ccccc2)csc1NC(=O)CSc1nncs1 | -1.4 | 14 | 9.0* | -1.0 | -0.8 | -2.1
22 | CCSc1nc2c(c(=O)[nH]1)C(c1cccnc1)C(C(=O)OC)=C(C)N2 (configuration not stated) | 0.3 | 1 | -3 | -1.0 | -1.0 | 0.5
23 | Cn1c(=O)[nH]c(NCCc2ccc(O)cc2)c([N+](=O)[O-])c1=O | -0.3 | 4 | -2 | 2.0 | -2.4 | 0.6
24 | O=C(Cn1nnc(-c2ccc(F)cc2)n1)OCC(=O)c1ccccc1 | 0.6 | -7 | -4 | -0.5 | 1.2 | 0.2

item | SMARCA2 activ | ssDAF-12 act | GAA850 FXN act | hgDAF-12 ag | NPR1 activator
17 | -2 | -0.6 | -2.6 | -3.8 | 2
18 | -3 | -1.6 | 1.5 | -1.3 | 2
19 | -5 | -0.8 | -0.8 | -3.0 | -4
20 | 0 | -0.9 | . | -0.4 | 1
21 | 2 | -1.8 | 3.2 | 0.2 | 4
22 | 2 | -0.7 | -1.7 | -1.5 | -1
23 | 2 | -1.5 | -0.1 | -0.6 | 0
24 | -4 | -1.9 | 0.6 | -1.7 | 49*

Quoted from above, compounds 17–18
item | Compound | DAX1 inh-1 | ADAM10 inh | ADAM17 inh | DAX1 inh-2 | PG9 binder | hcDAF-12 act
17 | CCCNC(=O)CS(=O)Cc1nc(-c2ccccc2C)oc1C (configuration not stated) | -0.3 | -4 | 4 | 0.9 | -2.6 | -1.7
18 | CC(C)CCN1C(=O)c2ccc(C(=O)Nc3cc(C(=O)O)cc(C(=O)O)c3)cc2C1=O | -0.5 | -2 | -2 | -0.3 | -0.5 | -1.8

item | SMARCA2 activ | ssDAF-12 act | GAA850 FXN act | hgDAF-12 ag | NPR1 activator
17 | -2 | -0.6 | -2.6 | -3.8 | 2
18 | -3 | -1.6 | 1.5 | -1.3 | 2

3 compounds drawn at random from those above:
item | Compound | DAX1 inh-1 | ADAM10 inh | ADAM17 inh | DAX1 inh-2 | PG9 binder | hcDAF-12 act
22 | CCSc1nc2c(c(=O)[nH]1)C(c1cccnc1)C(C(=O)OC)=C(C)N2 (configuration not stated) | 0.3 | 1 | -3 | -1.0 | -1.0 | 0.5
24 | O=C(Cn1nnc(-c2ccc(F)cc2)n1)OCC(=O)c1ccccc1 | 0.6 | -7 | -4 | -0.5 | 1.2 | 0.2
19 | CS(=O)(=O)N1CCc2cc(C(=O)Nc3ccc(O)cc3)ccc21 | -0.3 | -1 | -4 | -0.1 | -2.4 | -0.5

item | SMARCA2 activ | ssDAF-12 act | GAA850 FXN act | hgDAF-12 ag | NPR1 activator
22 | 2 | -0.7 | -1.7 | -1.5 | -1
24 | -4 | -1.9 | 0.6 | -1.7 | 49*
19 | -5 | -0.8 | -0.8 | -3.0 | -4
